HTT aggregate: mutant huntingtin aggregation inhibition; PC12 HttQ103-GFP aggregates, Acumen cytometry, 40 h; Potency, µM (highest dose often 46.1 µM), without a hit: top-dose activity change, negative = inhibition, actives largely listed as inhibitors; 1.1% of 220,000 active; also: % is scaled to controls: 0 for no effect and ±100 for the full control effect; nearly all actives have a fitted effect of over 60% in size
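Ecdysone-promoter PC12 model expressing HTT exon 1 Q103 fused to GFP, induced by tebufenozide at 100 nM final. Compounds titrated; aggregates sized 1–25 µm scored on a 488 nm laser cytometer.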
Tau fibril ThT: blocks human tau fibril formation measured by thioflavin T | recombinant tau K18 P301L, heparin-induced fibrillization, ThT fluorescence | P10636 | AID 1460 | 2.1% of 270,000 active | Potency, µM (top dose mostly 57.4 µM), for the others: at the highest dose activity, negative = inhibition, most hits filed as inhibitors; also: % is scaled to controls: 0 for no effect and ±100 for the full control effect; nearly all actives have a fitted effect of over 55% in size
Target sequence (P10636 561-689 P618L limits assumed): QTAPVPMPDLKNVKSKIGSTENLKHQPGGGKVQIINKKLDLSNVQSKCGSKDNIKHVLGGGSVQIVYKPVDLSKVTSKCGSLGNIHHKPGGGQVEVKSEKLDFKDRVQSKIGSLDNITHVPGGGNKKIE
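Using a mix of unlabeled (15 uM) and Alexa 594-labeled (0.24 uM) tau K18 P301L, heparin-triggered fibrillization over 6 hr at 37 C was scored by ThT fluorescence.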
KDM4E inh: blocks human JMJD2E demethylase activity | B2RXH2 | 1.6% of 230,000 active | Potency, µM (top dose mostly 57.1 µM), for inactives: at the highest dose activity change, negative = inhibition, hits mostly inhibitors | JMJD2E catalytic domain, FDH-coupled NADH fluorescence (FDH is formaldehyde dehydrogenase); active = well fitted inhibition curve with a large enough effect, not every such curve was filed as active; inconclusive = small, poorly fitted or top-dose-only effect, or another doubt; inactive = no such curve, though single readings can be large or run the other way;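 also: 0% = wells with enzyme and -100% = buffer wells without enzyme; nearly all actives have a fitted effect of over 50% in size; many of its hits are not listed in these tables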
Target sequence (B2RXH2 1-337 limits assumed): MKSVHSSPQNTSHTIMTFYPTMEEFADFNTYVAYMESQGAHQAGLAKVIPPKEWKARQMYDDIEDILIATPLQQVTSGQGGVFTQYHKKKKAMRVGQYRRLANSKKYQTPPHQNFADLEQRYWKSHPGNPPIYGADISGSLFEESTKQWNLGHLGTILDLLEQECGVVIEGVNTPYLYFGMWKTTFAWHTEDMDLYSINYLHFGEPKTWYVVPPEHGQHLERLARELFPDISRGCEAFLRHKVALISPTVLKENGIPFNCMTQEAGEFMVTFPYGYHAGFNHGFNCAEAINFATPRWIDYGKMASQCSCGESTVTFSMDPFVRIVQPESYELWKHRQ
Tau fluor cs: counter-screen for tau fibril formation inhibitors; AID 1463; tau K18 P301L (four-repeat tau fragment) Alexa594 fluorescence, heparin fibrillization; 0.93% of 280,000 active; Potency, µM (series often up to 57.7 µM), inactives show top-dose activity change, negative = decrease; also: % is scaled to controls: 0 for no effect and ±100 for the full control effect; nearly all actives have a fitted effect of over 55% in size
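Human K18 P301L tau (15 uM unlabeled plus 0.24 uM Alexa 594-labeled, final) in 100 mM sodium acetate pH 7 was mixed with compound and 20 uM heparin and incubated 6 hr at 37 C.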
HTT ATP protect: Huntington cell model cytoprotection by ATP luminescence; PC12 HTT-Q103 induced, cytoprotection, ATP luminescence, 40 h; Potency, µM (titrated, usually from 56.4 µM), for inactives: cytoprotection (ATP increase), actives largely listed as activators; 0.14% of 230,000 active;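 also: % of control where 0% means no effect; nearly all actives have a fitted effect of over 45% in size; toxic huntingtin expression switched on by the ecdysone agonist tebufenozide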
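Rat PC12, Q103 Htt exon1-GFP fusion, ecdysone promoter; tebufenozide inducer 100 nM final; compound titration; qHTS, 1500 cells/well; ATPlite luminescent read.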
ALDH1A1 inh: ALDH1A1 (human) enzyme inhibition; P00352; Purified ALDH1A1, NADH fluorescence, propionaldehyde substrate; Potency, µM (titrated, usually from 75.3 µM), for the others: at the top dose activity, negative = inhibition, actives largely listed as inhibitors; 7.3% of 220,000 active; AID 1030; active = well fitted inhibition curve with a large enough effect, not every such curve was filed as active; inconclusive = small, poorly fitted or top-dose-only effect, or another doubt; inactive = no such curve, though single readings can be large or run the other way;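 also: plate controls were no enzyme wells and a reference inhibitor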
Target sequence (P00352 whole entry, looked up): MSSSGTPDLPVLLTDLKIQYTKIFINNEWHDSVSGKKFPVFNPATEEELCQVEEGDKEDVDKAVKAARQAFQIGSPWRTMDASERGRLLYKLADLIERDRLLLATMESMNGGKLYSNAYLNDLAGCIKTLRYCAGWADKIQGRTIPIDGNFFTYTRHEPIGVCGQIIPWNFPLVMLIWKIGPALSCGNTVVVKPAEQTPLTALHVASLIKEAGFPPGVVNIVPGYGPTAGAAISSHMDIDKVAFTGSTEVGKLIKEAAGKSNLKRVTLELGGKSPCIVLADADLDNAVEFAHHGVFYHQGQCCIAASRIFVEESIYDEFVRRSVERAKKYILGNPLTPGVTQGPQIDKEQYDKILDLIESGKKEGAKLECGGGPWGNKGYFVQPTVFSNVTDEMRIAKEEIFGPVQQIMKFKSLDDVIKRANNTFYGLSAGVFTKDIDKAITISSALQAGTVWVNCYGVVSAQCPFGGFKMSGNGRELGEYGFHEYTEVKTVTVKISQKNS
SMN2 splice enh: increases expression of the SMN2 splice variant; Potency, µM (highest dose often 46.1 µM), without a hit: top-dose activity change, positive = activation, actives largely listed as activators; AID 1458; HEK293 SMN2-luciferase splicing reporter, luminescence, 30-36 h; 2.8% of 210,000 active; also: % of control where 0% means no effect; nearly all actives have a fitted effect of over 55% in size
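qHTS luciferase splicing reporter: luminescence rises when SMN2 exon 7 is included in transfected HEK293 cells. Compound exposure lasted 30-36 h at 37C, with 4.5 mM final sodium butyrate as control, followed by a ONE-Glo read.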
Tau fibril FP: inhibitors of human tau fibril formation. K18 P301L tau heparin fibrillization, Alexa594 FP, 6 h. P10636. 0.39% of 280,000 active. Potency, µM (doses to about 57.7 µM), for the others: at the highest dose activity, negative = inhibition, hits mostly inhibitors. AID 1468; also: % is scaled to controls: 0 for no effect and ±100 for the full control effect; nearly all actives have a fitted effect of over 55% in size
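Compound effects on tau fibrillization are measured by Alexa 594 fluorescence polarization (ex 555, em 632 nm). K18 P301L tau is used at 15 uM with 0.24 uM labeled tracer, and 20 uM heparin induces aggregation over 6 hr at 37 C.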
* hit, by the source's call; ? = inconclusive; nt = not tested or not shown; & = joins results of further samples; [ ] = dose if it differs, or a comment. Unless noted, calls follow the shape of the dose curve; as a rule, active = well fitted curve in the direction sought with a large enough effect; inconclusive = small, poorly fitted or top-dose-only effect, or another doubt; inactive = no such curve, though single readings can be large; an effect the other way counts as inactive or inconclusive. Potency is read from the fitted curve at half-maximal effect.

structure	HTT ATP protect	SMN2 splice enh	Tau fibril FP	HTT aggregate	Tau fibril ThT	KDM4E inh	ALDH1A1 inh	Tau fluor cs
Cc1ccccc1Cn1ccc(NC(=O)c2onc(C)c2Cl)n1	-3%	8%	7%	-27%	0%	18%	0%	2%
CC1(C)OC(=O)C(=CNn2cnc3ccccc3c2=O)C(=O)O1	5%	4%	0%	-12%	-8%	-5%	4%	-9%
CSc1ccc(CNc2cccc3ccccc23)cc1	-13%	-36%[inhibitor]	7%	-9%	?	?	?	?
Cc1ccc(N(CC(=O)Nc2cccc(C)c2)S(=O)(=O)c2cccc3nonc23)cc1	7%	nt	-2%	-25%	-9%	-5%	7.1µM*	-15%
O=c1cc(-c2cccc(Cl)c2)oc2cccc(O)c12	2%[10 µM]	nt	5%	-9%[9.22 µM]	2%	-11%	nt	20%
CC(=O)OCC1=C(C(=O)O)N2C(=O)C(NC(=O)CCn3nc(C)c(Cl)c3C)C2SC1 (stereo unspecified)	15%	nt	?	5%	?	-19%	-4%	-13%
CCCCN1CN(Cc2ccccc2)CNC1=S	18%[10 µM]	-4%	2%	-6%	-2%	11%	0%	0%
COc1cc([N+](=O)[O-])cc2sc(NC(=O)c3c(F)cccc3F)nc12	-37%	-14%	10%	-11%	?	-2%	7.9µM*	-20%
CN(C)CCNC(=O)c1ccc(-c2nn(C)c(=O)c3ccccc23)cc1	-39%[inhibitor]	14%&-5%	-5%&2%	8%[9.22 µM]	1%&2%	-2%	-12%	-4%&0%
O=C(NC1CCCCCC1)c1c(O)c2cccc3c2n(c1=O)CCC3	12%	32%	3%	-7%	-3%	0%	-3%	4%
CCOC(=O)C1CCN(C(=O)Nc2ccc3snnc3c2)CC1	-12%	-17%	0%	-5%	-6%	?	-8%	-10%
CCOc1ccccc1NC(=O)c1ccc2c(c1)CCN2S(=O)(=O)c1ccc(C)cc1	nt	4%	-10%	nt	-2%	nt	nt	-15%
CCC1CCCCN1CC(=O)c1c(C)[nH]c2ccccc12 (stereo unspecified)	15%	-5%	-2%	4%	-14%	-8%	-15%	-7%
CC1CN(Cc2nc3c(c(=O)n(C)c(=O)n3C)n2CC(=O)c2ccccc2)CC(C)O1 (stereo unspecified)	5%[10 µM]	-3%	0%	-4%	-4%	-4%	?	-4%
CCOc1ccc(Nc2c3c(nc4nncn24)CCC3)cc1	nt	16%	5%	nt	4%	nt	nt	5%
Cc1ccc(NC(=O)CC2S/C(=N/N=C/C=C/c3ccccc3)NC2=O)cc1Cl (stereo unspecified)	2%[10 µM]	-14%[1.84 µM]	?	-19%	0%	3%	-1%	-10%
CCc1ccc2oc(-c3cc(N)ccc3O)nc2c1	-88%[inhibitor][10 µM]	25µM*	11%	nt	?	?	?	?
CCc1ccc2c(c1)c(=O)c(S(=O)(=O)c1ccc(F)cc1)cn2CC(=O)Nc1ccccc1OC	nt	5%	-18%	nt	2%	nt	nt	-15%
O=C(CSc1ccc(Br)c2cccc(Cl)c12)Nc1ccc(S(=O)(=O)Nc2nccs2)cc1	-42%[inhibitor]	8%	?	?	-18%	-3%	-4%	?
COCCN1C(=O)C(=O)/C(=C(/O)c2ccc(S(=O)(=O)N3CCOCC3)cc2)C1c1ccc(C(C)C)cc1 (stereo unspecified)	-11%	6%	-5%	7%	-11%	4%	-6%	-5%
COc1ccc(C(C)(C)C)cc1NC(=O)CCCn1c(=O)oc2ccccc21	3%[10 µM]	-11%	7%	-14%	-6%	0%	2%	-20%
CCCOC(=O)C1[C@H]2C(=O)N(Cc3ccco3)C[C@]23C=C[C@H]1O3 (stereo partly specified)	4%	10%	?	-21%	?	1%	-5%	-9%
Cc1cccc2nc(CSc3ncccc3C(=O)O)cn12	-63%[inhibitor]	3%	1%	9%	-2%	-1%	1%	0%
CCN(CC)S(=O)(=O)c1ccc(OCC(=O)NC2CCS(=O)(=O)C2)c([N+](=O)[O-])c1 (stereo unspecified)	-23%	-6%	-3%	10%	0%	5%	14µM*	1%
CS(=O)(=O)Nc1cccc(-c2ccc3ncnc(NCc4cccnc4)c3c2)c1	-60%[inhibitor]	12%	?	nt	-4%	?	6%	-14%
Cc1ccc(S(=O)(=O)NCCCn2ccnc2)cc1	17%[10 µM]	-7%	0%	-7%	-9%	0%	?	-11%
CCOC(=O)Cn1nc(C)c(NC(=O)c2ccc([N+](=O)[O-])c(C)c2)c1C	-21%	-4%	-1%	18%	-3%	-9%	-2%	-2%
O=C(c1ncc[nH]1)c1cccs1	-4%[10 µM]	nt	-3%	24%[9.22 µM]	-4%	-10%	nt	-9%
COc1ccccc1-c1nnc(SCC(=O)O)n1-c1ccc(C)cc1	5%[10 µM]	nt	10%[2.34 µM]	-3%[9.22 µM]	3%	2%	-2%	5%[2.34 µM]
COc1ccc(OC)c(S(=O)(=O)N2CCC(C(=O)Nc3cc(C)ccc3C)CC2)c1	-67%[inhibitor][10 µM]	-21%	-2%	?	6%	-3%	1%	-4%
CC(=O)c1cc(CC=C(C)C)c(O)c(CC=C(C)C)c1O	-16%	-19%	-4%	4%	-1%	-1%	14%	-4%
CC(C)c1ccc(/C=C/C(=O)NCc2ccc(S(N)(=O)=O)cc2)cc1	7%[10 µM]	-31%[inhibitor]	-8%	-1%	-17%	-4%	28µM*	-10%
CCOC(=O)c1c(C)oc2ccc(O)c(CN3CCCCC3)c12	0%	-4%	5%	-17%	1%	-5%	-4%	11%
CCC(C)NC(=O)CSc1nc2scc(-c3ccccc3)c2c(=O)[nH]1 (stereo unspecified)	18%[10 µM]	-4%	-3%	-9%	-16%	6%	?	5%
CCCCCCc1cc2cc(C(=O)NCc3ccccc3)c(=N)oc2cc1O	8%[10 µM]	?	2%	2%	-2%	?	?	-13%
CC1(c2ccc(OC(F)F)cc2)NC(=O)N(CC(=O)Nc2ccc(S(N)(=O)=O)cc2)C1=O (stereo unspecified)	-22%	5%	6%	-13%	2%	-4%	7%	4%
CCOC(=O)N1CCC(N2CCN(CCC(C)C)C(CCO)C2)CC1 (stereo unspecified)	7%[10 µM]	nt	1%	5%[9.22 µM]	1%	-2%	-7%	1%
CN(C(=O)c1c(Br)cnn1C)C12CC3CC(CC(C3)C1)C2	nt	-1%	-6%	9%	-16%	-2%	-1%	-14%
O=C1NC[C@H](c2ccccc2)N(CCc2cccc3ccccc23)C1=O	-5%[10 µM]	nt	3%	-15%[9.22 µM]	-8%	-3%	nt	-7%
CC(CO)NCC12CC3CC(CC(C3)C1)C2 (stereo unspecified)	-20%	-11%	1%	6%	2%	8%	2%	2%
S=C(NCCc1c[nH]c2ccccc12)NC1CC1	3%[10 µM]	-3%	4%	10%	?	-6%	3%	-16%
COc1cc(NC(=O)c2cc3c(=O)n(C)c4ccccc4c3n2C)cc(OC)c1OC	-22%	-17%	0%	28%	-7%	?	?	-11%
CCS(=O)(=O)N1CCC(C(=O)NCCC2=CCCCC2)CC1	0%	13%	1%	15%	-5%	4%	?	-9%
C/C(=N\NC(=O)OC(C)(C)C)c1cccc([N+](=O)[O-])c1	-11%[10 µM]	13%	?	-11%	-15%	-2%	-12%	-14%
COc1ccc(C(C)=O)cc1COc1nc(C)nc2ccccc12	-32%[inhibitor]	8%	3%	16%	-3%	1%	0%	-2%
CCOc1ccc2nc(CN3CCN(Cc4ccsc4)C(CCO)C3)ccc2c1 (stereo unspecified)	?	-10%	-4%	?	-11%	?	-10%	7%
COC(=O)c1cnc(Oc2ccc(NC(=O)NC(=O)c3ccccc3Cl)cc2)cc1C(F)(F)F	-2%[10 µM]	nt	-3%	-6%[9.22 µM]	-7%	-3%	11%	-1%
Cc1cccc(NC(=S)NC(=O)CCc2ccccc2)c1C	-4%	?	-4%	5%[9.22 µM]	-16%	-5%	13µM*	-24%
Cc1c(C(=O)Nc2ccc(Cl)cn2)oc2ccccc12	2%[10 µM]	?	2%	6%	-12%	1%	4%	0%
Cc1cc(NC(=O)CC(C)C)cc(-c2nc3ncccc3o2)c1O	nt	-7%	0%	nt	1%	nt	nt	-6%
CCCCN(C(=O)Oc1ccccc1)C1CCS(=O)(=O)C1 (stereo unspecified)	-1%[10 µM]	nt	-10%	-10%[9.22 µM]	-4%	4%	nt	-6%
COc1cccc(Oc2cn[nH]c2-c2ccc(OC)cc2O)c1	-18%	2%	-11%	-8%	-11%	-26%	-10%	14µM*[quencher]
COc1ccccc1C(=O)N/C(=C/c1ccccc1)C(=O)NC(CCSC)C(=O)O (stereo unspecified)	-28%	14%	6%	5%	-3%	-4%	-5%	-1%
O=C(NC(=S)Nc1ccc(Br)cn1)c1cccnc1	40%[10 µM]	nt	-13%	9%[9.22 µM]	-7%	-1%	nt	-6%
Cc1cc(C)cc(NC(=S)N2CCN(c3ncc(C(F)(F)F)cc3Cl)CC2)c1	21%[10 µM]	nt	?	-5%[9.22 µM]	-11%	7%	-8%	-18%
CC(=O)Nc1cccc(C(=O)NCC2(N3CCCCC3)CCCCC2)c1	-18%	7%	-2%	-14%	-6%	?	2%	-4%
CCOC(=O)/C(=N/Nc1ccccc1)N1CCCc2ccccc21	-1%[10 µM]	?	-2%	-9%	12%	-1%	-5%	6%
COc1ccc(OC)c(NC(=O)NCCc2cccc(Cl)c2)c1	?	-4%	1%	29%	7%	-8%	-9%	8%
CCCCOc1cccc(-c2nnc(NC(=O)CSc3ccc(C)cc3)s2)c1	-16%[10 µM]	?	-4%	14%	-1%	10%	-9%	0%
O=C(CSc1nnc(-c2ccc(Br)cc2)o1)Nc1cccc2ccccc12	-22%[0.074 µM]	-1%	-5%	18%	-7%	-1%	2%	-16%

These rows are one share of the data, so the mix of outcomes need not match the whole.
